Source: PubChem (National Center for Advancing Translational Sciences (NCATS))
Vif-APOBEC3F blk: Vif-A3F binding inhibition | 390,000 tested, 0.2% active | AID 602313 | Potency, µM (series often up to 46.1 µM), inactives show at the highest dose activity, negative = active | HeLa A3F-eYFP + Vif (tagged APOBEC3F with the HIV-1 protein that degrades it), YFP fluorescence increase; note: potency is the fitted concentration of half-maximal effect; % of control where 0% means no effect; nearly all actives have a fitted effect of over 65% in size
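HeLa cells stably expressing A3F-eYFP plus Vif, plated and incubated overnight at 37 deg C, then exposed to compounds overnight at 37 deg C. Blocked degradation read as raised yellow fluorescence (Ex 488/Em 500-530).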
mIDH1 inhibitor: blocks human mutant IDH1 R132H enzyme | AID 602179 | O75874 | Potency, µM (series often up to 76.6 µM), for inactives: at the top dose activity change, negative = inhibition, actives largely listed as inhibitors | IDH1-R132H enzyme, NADPH consumption, diaphorase/resazurin fluorescence | 390,000 tested, 0.093% active; note: potency is the fitted concentration of half-maximal effect; % is set by controls: 0 for no effect and ±100 for the full control effect; nearly all actives have a fitted effect of over 65% in size
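IDH1-R132H (0.5 ug/mL dispensed) in pH 7.5 Tris buffer was preincubated 30 min with compound, then given a substrate mix of 0.016 mM NADPH and 2 mM alpha-KG for 80 min at room temperature; remaining NADPH was read by diaphorase/resazurin fluorescence.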
USP1-UAF1 inh: blocks the human USP1/UAF1 deubiquitinase complex | Potency, µM (top dose mostly 57.1 µM), without a hit: top-dose activity change, negative = inhibition, actives largely listed as inhibitors | 390,000 tested, 0.23% active | recombinant USP1/UAF1, Ub-Rhodamine cleavage fluorescence | AID 743255; note: potency is the fitted concentration of half-maximal effect; % is set by controls: 0 for no effect and ±100 for the full control effect; nearly all actives have a fitted effect of over 60% in size; inactives centre near -12
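In this screen, compounds sit with the deubiquitinase complex (1nM) for 15 min at room temperature before Ub-Rho is added at 150nM final. Fluorescence rise is then followed for 6 reads every 60 seconds.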
PI4K2A block: inhibitors of human PI4K2A; Q9BTU6; purified PI4K2A, ADP-Glo luminescence, 1 h; stronger effect = lower value; activity change, negative = inhibition, % at 76.9 µM; 420,000 tested, 0.13% active; AID 1346378; in the data active = activity change below about -50%; inconclusive = mostly about -30% to -49%;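 note: -100% = wells without enzyme as full effect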
Target sequence (Q9BTU6 whole entry, looked up): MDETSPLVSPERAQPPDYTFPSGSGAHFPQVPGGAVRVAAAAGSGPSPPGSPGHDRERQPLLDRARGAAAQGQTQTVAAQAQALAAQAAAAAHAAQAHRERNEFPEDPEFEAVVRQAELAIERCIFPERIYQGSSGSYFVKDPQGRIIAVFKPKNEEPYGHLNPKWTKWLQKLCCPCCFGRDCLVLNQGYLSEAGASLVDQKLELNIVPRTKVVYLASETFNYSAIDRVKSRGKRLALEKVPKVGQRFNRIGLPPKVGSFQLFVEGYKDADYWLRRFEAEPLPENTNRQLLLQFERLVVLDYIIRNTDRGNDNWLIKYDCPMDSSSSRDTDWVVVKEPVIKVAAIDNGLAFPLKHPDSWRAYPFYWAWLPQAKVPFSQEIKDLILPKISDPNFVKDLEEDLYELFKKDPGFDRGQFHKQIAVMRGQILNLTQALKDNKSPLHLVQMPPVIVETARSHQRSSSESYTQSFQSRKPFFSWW
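Compounds are screened against recombinant PI4K2A using PI as substrate and ATP, the latter dispensed at 300 microM. Reactions run one hour at ambient temperature before ADP-Glo detection; full inhibition defined by wells lacking enzyme.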
LDHA block: inhibitors of human lactate dehydrogenase A; P00338; purified LDHA, NADH/diaphorase-resazurin fluorescence; stronger effect = lower value; activity change, % (values are at about 110 or 230 µM); 480,000 tested, 0.15% active; AID 1347041; in the data active = activity change below about -30%; inconclusive = mostly about -25% to -30%;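 note: plate controls were DMSO wells for no effect and wells without enzyme for full effect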
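Human LDH5 (2 nM) was incubated with 0.06 mM NADH and 0.2 mM pyruvate for 5 min at room temperature in Tris pH 7.4. Remaining NADH was coupled through diaphorase/resazurin, and resorufin fluorescence was read at 0 and 20 min.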
Vif-APOBEC3G blk: blocks the Vif interaction with human APOBEC3G; Q9HC16; HeLa A3G-eYFP + Vif (tagged APOBEC3G with the HIV-1 protein that degrades it), YFP fluorescence, overnight; Potency, µM (top dose mostly 46.1 µM), without a hit: top-dose activity, negative = active, actives largely listed as inhibitors; 410,000 tested, 0.076% active;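 note: potency is the fitted concentration of half-maximal effect; % is set by controls: 0 for no effect and ±100 for the full control effect; nearly all actives have a fitted effect of over 60% in size; hits raise eYFP signal because A3G escapes Vif-driven loss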
Target sequence (Q9HC16 whole entry, looked up): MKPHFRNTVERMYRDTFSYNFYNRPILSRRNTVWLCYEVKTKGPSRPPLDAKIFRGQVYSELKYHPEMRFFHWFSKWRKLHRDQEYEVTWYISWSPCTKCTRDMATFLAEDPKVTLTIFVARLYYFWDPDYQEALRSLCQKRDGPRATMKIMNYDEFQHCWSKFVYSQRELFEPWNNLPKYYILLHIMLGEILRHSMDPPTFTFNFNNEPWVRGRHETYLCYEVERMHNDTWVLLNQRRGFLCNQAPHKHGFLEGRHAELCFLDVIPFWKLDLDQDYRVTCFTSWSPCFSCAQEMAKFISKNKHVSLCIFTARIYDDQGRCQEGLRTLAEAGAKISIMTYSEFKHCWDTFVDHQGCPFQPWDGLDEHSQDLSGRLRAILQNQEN
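HeLa cells stably expressing Vif and C-terminally eYFP-tagged A3G, seeded overnight at 37 deg C, then exposed to compound by pintool overnight at 37 deg C. Rise in yellow fluorescence (Ex 488/Em 500-530, Acumen) marks blocked Vif-driven A3G degradation.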
TrxR1 substrate: substrates of rat thioredoxin reductase 1; O89049; purified TrxR1 substrate turnover, NADPH consumption readout; Potency, µM (series often up to 114 µM), for the others: at the top dose activity change, negative = substrate turnover; 390,000 tested, 0.01% active; AID 588456; note: potency is the fitted concentration of half-maximal effect; % is set by controls: 0 for no effect and ±100 for the full control effect; nearly all actives have a fitted effect of over 50% in size
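Rat TrxR1, dispensed at 90 nM, was prereduced with 400 uM NADPH (final) for 5 min at ~22 deg C, then incubated with compound 15 min before 400 uM selenite. A first-read NADPH fluorescence drop versus no-compound background flagged substrates.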
RXFP1 agonist: agonists of human relaxin receptor RXFP1; HEK293T-RXFP1 cAMP TR-FRET, 30 min; response scale: percent of porcine relaxin response, buffer zero; Q9HBX9; 370,000 tested, 0.3% active; Potency, µM (doses to about 57.5 µM), inactives show at the highest dose activation, hits mostly activators; note: potency is the fitted concentration of half-maximal effect; % is set by controls: 0 for no effect and ±100 for the full control effect; nearly all actives have a fitted effect of over 60% in size; many of its hits are not listed in these tables
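HEK293 cells stably expressing RXFP1, treated 30 min at 37C with compounds plus PDE4 inhibitor Ro 20174; cAMP measured by HTRF TR-FRET. Normalized to buffer and 29 nM porcine relaxin; EC50 by Hill fit.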
GRP78 ERSR act: induces the endoplasmic reticulum stress response in human glioma cells | U87-MG GRP78 promoter luciferase reporter, 16 h | Potency, µM, inactives show top-dose activation, most hits filed as activators | 420,000 tested, 0.02% active | AID 602332; note: potency is the fitted concentration of half-maximal effect; series mostly up to about 76 µM; % of control where 0% means no effect; nearly all actives have a fitted effect of over 35% in size
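ERSR induction read as luciferase luminescence (Bright-Glo, 10 min at room temperature) in stably transfected human U87-MG glioma cells exposed to compounds for 16 h, using GRP78 as sensor.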
Numbers without * were called inactive; ? = inconclusive; · = not tested or not shown; [ ] = another dose, or the depositor's remark. Unless noted, calls come from the whole dose curve; as a rule, active = well fitted curve in the direction sought with a large enough effect; inconclusive = small, poorly fitted or top-dose-only effect, or another doubt; inactive = no such curve, though single readings can be large; an effect the other way counts as inactive or inconclusive. A portion of the library. The share of hits here may be higher or lower than overall.

SMILES | Vif-APOBEC3F blk | mIDH1 inhibitor | USP1-UAF1 inh | PI4K2A block | LDHA block | Vif-APOBEC3G blk | TrxR1 substrate | RXFP1 agonist | GRP78 ERSR act
CCc1ccc(OCCCn2c(-c3ccc(Cl)cc3)nc3ccccc3c2=O)cc1 | 4.1% | 0.0% | -7.8% | 0.1 | -5.3 | 2.8% | 5.8% | -1.1% | -3.2%
CCOc1ccc(NC(=O)c2cc(C3CC3)nc3c2cnn3C(C)C)cc1OC | 0.0% | 15.0% | -17.1% | 2.8 | 0.1 | -0.8% | -1.2% | -1.4% | -2.1%
CC1CN(C(=O)c2ccccc2)OC(c2ccc3c(c2)OCO3)O1 (configuration not stated) | -1.2% | -2.0% | 7.6% | 0.5 | 0.4 | 0.5% | -5.2% | 0.5% | -2.7%
Cc1ccc(N=N/C(=C\O)C(=O)c2ccc(Cl)cc2)cc1 | 6.9% | 0.8% | -16.1% | -0.1 | -2.0 | -11.4% | -3.2%[57.1 µM] | -0.6% | -0.3%
Cc1cc(C)n(CC(O)COc2ccc(Cl)cc2)n1 (configuration not stated) | 3.2% | -0.8% | -8.6% | -3.3 | -7.5 | -0.2% | -11.1% | -1.8% | -2.1%
O=c1[nH][nH]c(-c2ccccc2)c1C=Nc1ccc(OC(F)(F)F)cc1 | -3.3% | -4.1% | -19.3% | -11.5 | 1.5 | -0.3% | -4.2% | 4.4% | -2.7%
O=C(N/N=C/c1cc(Cl)cc([N+](=O)[O-])c1O)c1cc(-c2ccccn2)nc2ccccc12 | -18.4% | 5.6% | ? | -2.2 | 2.7 | 1.8% | 2.7% | -1.4% | -4.3%
COc1cccc(CN2C(=O)CCC2(C)C(=O)NCCc2ccc(OC)c(OC)c2)c1 (configuration not stated) | 8.8% | -5.7% | -9.7% | -7.1 | 3.0 | -1.3% | -1.5% | 0.0% | -9.6%
Cc1ccc(NC(=O)CCCn2c(=O)oc3ccccc32)c(O)c1 | -1.6% | 22.1% | -11.6% | 2.8 | -1.9 | -1.2% | -1.5% | 1.7% | -0.3%
N/C(Cc1ccc(Cl)c(Cl)c1)=N\OC(=O)c1ccc(Br)o1 | 7.5% | 6.9% | ? | 0.5 | -1.9 | 1.1% | 7.9%[57.1 µM] | -1.0% | -3.9%
CC(NC(=O)c1ccccc1F)c1nnc(SCC(=O)N2CCN(c3ccccc3)CC2)n1C (configuration not stated) | 8.7% | -3.6% | -18.0% | 1.6 | -6.3 | -0.8% | 0.6%[57.1 µM] | 1.2% | -6.2%
CN(C(=O)Cc1ccccc1)n1cnnc1 | · | -6.4% | -5.1% | 2.9 | -5.7 | -1.0% | -8.9% | 2.5% | -4.9%
CC1CCCC(NC(=O)CSC2CCCCC2)C1C (configuration not stated) | -0.5% | 3.9% | -12.2% | 3.3 | -3.4 | 6.6% | 6.5%[57.1 µM] | 2.0% | 0.5%
O=c1oc2ccc(Br)cc2cc1-c1csc(-c2ccc(Cl)cc2)n1 | 0.5% | -4.2% | -3.5% | -2.7 | -4.3 | -6.3% | -0.1%[57.1 µM] | 1.6% | -0.4%
COc1cc(OC)cc(C(=O)NNC(=O)CN2C(=O)NC3(CCCC3)C2=O)c1 | 4.7% | -10.2% | -8.1% | -5.0 | -2.1 | 0.6% | 0.9% | 0.7% | 0.1%
O=C(O)c1ccc(-c2cccc([N+](=O)[O-])c2)o1 | 0.3% | 2.1% | -3.9% | -2.7 | -4.1 | 1.6% | 0.9% | 4.1% | 0.2%
COc1ccc([C@@H]2CC(=O)[C@@H]3CN(S(=O)(=O)c4ccc(C)cc4)[C@H](c4ccccc4)C[C@@H]3N2S(=O)(=O)c2ccccc2)cc1 | · | · | · | -5.0 | -7.1 | 0.3% | · | · | -4.5%
COc1ccc(CN(C)C(=O)c2ccc3c(=O)n4c(nc3c2)CCC4)cc1 | 2.0% | 0.0% | -6.0% | -3.7 | -19.1 | -8.6% | -3.6% | -0.8% | -2.1%
COc1ccc(CP(=O)(c2ccccc2)c2ccccc2)cc1 | -8.3% | 4.8% | -5.4% | 0.3 | -6.8 | 0.8% | 8.2%[57.1 µM] | 2.1% | -4.1%
N#CCCCSc1nnnn1-c1cccc(Cl)c1 | 0.6% | 1.9% | -8.7% | 1.5 | -6.7 | 1.2% | 3.7% | -0.1% | -1.4%
COc1ccc(CC(=O)Nc2nncs2)cc1OC | 3.9% | -2.9% | -18.5% | -0.5 | -9.6 | 1.2% | 2.3%[57.1 µM] | 0.7% | -3.9%
COc1cccc(-c2cnc(C(O)c3ccc(OC)c(F)c3)[nH]2)c1 (configuration not stated) | · | · | · | 2.1 | -4.8 | -1.2% | · | · | -1.2%
O=C(OCC(=O)N1CCN(c2ccccc2)CC1)c1ccc(Cl)nc1 | -22.9% | -4.3% | -15.4% | -6.8 | 2.3 | 1.6% | -1.8% | 1.1% | -5.0%
COCCCNC(=O)c1ccc2nc([C@@H]3O[C@H](CO)[C@H](O)[C@H](O)[C@H]3O)[nH]c2c1 | · | · | · | -4.0 | 0.6 | -4.3% | · | · | -2.7%
Cc1ccc(/C=c2\sc3nc(-c4ccco4)nn3c2=O)o1 | -19.2% | 7.4% | -10.9% | 0.7 | 1.3 | 1.9% | -8.3%[57.1 µM] | -0.8% | -3.9%
O=S(=O)(Cc1ccc(Cl)cc1)c1ccccc1-c1nnc(-c2ccccc2)o1 | -15.8% | 8.6% | 6.1% | 4.9 | -5.1 | 0.7% | 27.3%[57.1 µM] | -1.1% | -0.2%
O=S1(=O)c2ccccc2N(Cc2ccc(F)cc2)c2ccccc21 | 4.0% | 6.0% | -17.3% | 2.4 | -5.7 | -4.5% | 1.8%[57.1 µM] | 2.1% | -4.1%
COc1ccc(OC)c(N=c2oc3c(OC)cccc3cc2C(=O)NCc2ccco2)c1 | -5.2% | -6.2% | -6.9% | 4.4 | 0.0 | -1.5% | -6.6% | 1.9% | -0.5%
Cc1cc(C(=O)N2CCOCC2)ccc1[N+](=O)[O-] | 1.8% | 13.4% | -22.8% | -13.2 | -9.9 | -1.2% | 6.0%[57.1 µM] | 0.5% | 2.8%
COc1ccc(-c2nc3ccccc3o2)cc1NC(=O)COc1ccc(C)c(C)c1 | -1.6% | 2.5% | -32.3% | 2.2 | -3.9 | -5.5% | 4.8%[57.1 µM] | 4.0% | 7.9%
COC(=O)c1cc(NC(=O)C2COc3ccccc3O2)ccc1Cl (configuration not stated) | -6.0% | -4.0% | -19.5% | 2.9 | 0.2 | 3.4% | -4.3% | 0.5% | 1.1%
O=C(NCc1cccnc1)C(=O)Nc1nc(C23CC4CC(CC(C4)C2)C3)cs1 | -1.8% | 0.0% | -19.9% | 4.3 | 6.5 | -11.1% | 6.4% | 1.2% | -0.3%
CCOC(=O)c1ccc(NC(=O)Cn2cc(C(=O)c3ccc(CC)cc3)c(=O)c3ccc(C)nc32)cc1 | 2.8% | -7.1% | 15.6% | -5.7 | -2.5 | 2.5% | -1.6%[57.1 µM] | 31.6µM* | -1.1%
CCOC(=O)C(=O)Nc1nnc(COc2ccccc2)s1 | 17.2% | 7.8% | -15.2% | -3.4 | 0.2 | -2.6% | -3.1%[57.1 µM] | 0.0% | -3.6%
CCOC(=O)CNC(=O)C1(NC(=O)CNC(=O)OCc2ccccc2)CCCC1 | 9.9% | 9.3% | -15.0% | -0.2 | -8.3 | 1.5% | -6.6%[11.4 µM] | · | -1.5%
CC[C@@]1(C(=O)OC)N[C@H](CN(C)S(=O)(=O)c2ccccc2)[C@@H]2C(=O)N(Cc3ccccc3)C(=O)[C@@H]21 | -2.6% | 3.2% | 1.4% | 8.4 | -4.4 | -4.5% | -0.7% | · | -0.1%

Overlap with the part before: 2 compounds, followed by the next part.
SMILES | Vif-APOBEC3F blk | mIDH1 inhibitor | USP1-UAF1 inh | PI4K2A block | LDHA block | Vif-APOBEC3G blk | TrxR1 substrate | RXFP1 agonist | GRP78 ERSR act
CCOC(=O)CNC(=O)C1(NC(=O)CNC(=O)OCc2ccccc2)CCCC1 | 9.9% | 9.3% | -15.0% | -0.2 | -8.3 | 1.5% | -6.6%[11.4 µM] | · | -1.5%
CC[C@@]1(C(=O)OC)N[C@H](CN(C)S(=O)(=O)c2ccccc2)[C@@H]2C(=O)N(Cc3ccccc3)C(=O)[C@@H]21 | -2.6% | 3.2% | 1.4% | 8.4 | -4.4 | -4.5% | -0.7% | · | -0.1%
COc1ccc(CNC[C@H]2O[C@@H](n3cnc4c(N)ncnc43)[C@H](O)[C@@H]2O)cc1OC | 2.5% | 1.4%[38.3 µM] | -21.0% | -4.2 | -0.6 | -2.9% | 3.8% | · | -2.4%
C=CCC1c2cccc(C(=O)O)c2C(=O)N1c1cccc(C)c1 (configuration not stated) | -5.9% | -2.1% | -6.1% | -1.2 | 0.7 | 1.0% | 7.2% | 0.9% | 0.3%
COc1cccc(N2CCN(CC(=O)C34CC5CC(CC(C5)C3)C4)CC2)c1 | 0.3% | 8.0% | -28.0% | 5.7 | 7.4 | 1.0% | -0.5% | 0.4% | -4.8%
CCCNC(=O)CCn1nc(-c2ccc(Cl)cc2)c2ccccc2c1=O | 15.1% | 6.7% | -8.7% | 0.1 | -2.3 | -5.9% | 5.8%[11.4 µM] | -3.1% | -3.0%
CCN(CC)CC#CCC(O)(c1ccccc1)c1ccccc1 | -2.4% | 13.0% | ? | -8.8 | -9.3 | 0.8% | 10.0%[57.1 µM] | -0.7% | -4.3%
